Assay outcomes: PubChem, several laboratories
HGIII-sPLA2 inh: Blocks human group III sPLA2 activity | QFRET BODIPY PC-A2 liposome hydrolysis, fluorescence | hit rate 0.56% among 370,000 | inhibition, % at 12.2 µM | Q9NZ20 | AID 743126;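 active = inhibition above mean plus 3 SD of compounds lying within the high and low control bounds, cut at about 19% in these data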;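 note: 0% = median of test compound wells and 100% = no enzyme DMSO wells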
Target sequence (Q9NZ20 whole entry, looked up): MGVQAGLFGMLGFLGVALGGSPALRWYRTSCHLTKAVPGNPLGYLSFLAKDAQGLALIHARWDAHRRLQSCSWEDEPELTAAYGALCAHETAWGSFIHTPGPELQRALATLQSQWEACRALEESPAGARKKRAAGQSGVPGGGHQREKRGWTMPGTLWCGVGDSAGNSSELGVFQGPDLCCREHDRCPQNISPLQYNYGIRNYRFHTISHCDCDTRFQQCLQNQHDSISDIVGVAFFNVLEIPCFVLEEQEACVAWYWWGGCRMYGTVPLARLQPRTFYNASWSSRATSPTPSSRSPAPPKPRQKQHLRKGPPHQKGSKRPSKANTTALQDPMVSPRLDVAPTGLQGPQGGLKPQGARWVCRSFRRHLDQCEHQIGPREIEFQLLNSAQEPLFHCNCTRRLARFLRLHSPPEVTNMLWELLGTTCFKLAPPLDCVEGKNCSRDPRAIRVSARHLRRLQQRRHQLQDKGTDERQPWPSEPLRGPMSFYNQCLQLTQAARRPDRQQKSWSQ
GAA850 FXN act: increases GAA850 frataxin promoter reporter activity | HEK293 lucGAA850 FXN promoter luciferase reporter, 24 h; percent of 10 µM SAHA response | activation, % at 6 µM | hit rate 0.56% among 360,000;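 active = activation above the average of all compounds screened plus 3 SD, cutoff fixed separately per campaign, cut at about 7.5% in these data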;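 note: 0% = DMSO wells and 100% = 10 µM SAHA wells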
ADAM10 inh: inhibitors of human ADAM10; O14672; recombinant ADAM10, EDANS/DABCYL FRET peptide cleavage, 3 h; inhibition, % at 7 µM; hit rate 0.62% among 370,000; AID 720582;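 active = inhibition above a per-campaign cutoff equal to the mean of compounds falling between control-based bounds plus 3 SD, cut at about 20% in these data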;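 note: 0% = DMSO wells while the 100% control is not disclosed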
Target sequence (O14672 214-748 limits assumed): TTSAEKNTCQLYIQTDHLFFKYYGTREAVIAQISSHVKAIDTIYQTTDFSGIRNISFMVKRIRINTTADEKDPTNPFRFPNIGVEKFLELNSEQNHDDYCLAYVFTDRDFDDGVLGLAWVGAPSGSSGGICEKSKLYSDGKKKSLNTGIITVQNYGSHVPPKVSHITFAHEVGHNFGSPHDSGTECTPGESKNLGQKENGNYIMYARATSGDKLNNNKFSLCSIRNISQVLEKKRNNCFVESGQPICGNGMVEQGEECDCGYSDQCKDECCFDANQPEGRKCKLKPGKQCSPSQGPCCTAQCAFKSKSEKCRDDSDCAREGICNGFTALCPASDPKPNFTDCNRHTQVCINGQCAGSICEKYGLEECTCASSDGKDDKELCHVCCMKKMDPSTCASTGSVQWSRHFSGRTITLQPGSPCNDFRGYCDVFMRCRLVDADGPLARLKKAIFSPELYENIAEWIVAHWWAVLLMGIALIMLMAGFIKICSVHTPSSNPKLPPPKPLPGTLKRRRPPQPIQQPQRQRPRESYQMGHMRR
ssDAF12 agonist: S. stercoralis DAF-12 activation, primary screen; HEK293 ssDAF-12/GRIP1 lit1-tk-luc reporter, luminescence; % of 3 µM dafachronic acid response; activation, % at 6.8 µM; hit rate 1% among 370,000; AID 652126;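 active = activation above the mean over all tested compounds plus 3 SD, cut at about 0.9% in these data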;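 note: 0% = DMSO-only wells and 100% = 3 µM delta7-dafachronic acid wells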
NPR1 activator: GC-A (human) enzyme activation; P16066; HEK293 GC-A cells, cGMP TR-FRET, EC30 ANP; 0% at EC30 ANP, 100% saturating ANP; activation, % at 10 µM; hit rate 0.14% among 370,000; AID 1671463; in the data active = activation above about 40%
SMARCA2 act: SMARCA2 function activation, primary screen | hit rate 1% among 370,000 | MG213 cells, MMTV-luciferase reporter, dexamethasone, overnight | activation, % at 9.1 µM; in the data active = activation above about 7.8%;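 note: 0% = vehicle wells and 100% = reference activator wells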
hgDAF12 agonist: agonists of H. glycines DAF-12 nuclear receptor; HEK293 GAL4-hgDAF12 UAS-luciferase reporter, agonist luminescence; normalized to butyrate control; activation, % at 6.8 µM; AID 687014; hit rate 1.8% among 370,000;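 active = activation above a cutoff set at the mean of all screened compounds plus 3 SD, cut at about 10% in these data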;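 note: 0% = DMSO wells and 100% = sodium butyrate wells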
DAX1 inh-1: inhibitors of human orphan nuclear receptor DAX1 (NR0B1). HEK293 Gal4-DAX1 luciferase reporter, luminescence. inhibition, % at 6.75 µM. hit rate 0.99% among 340,000. AID 504766;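 active = inhibition above the mean over all tested compounds plus 3 SD, cut at about 4.2% in these data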;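 note: 0% = DAX1-transfected cells with DMSO and 100% = empty-vector control cells with DMSO; inhibition shows as a rise in luminescence from relieved DAX1 repression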
hcDAF-12 act: activates DAF-12 receptor from parasite H. contortus. HEK293 hcDAF-12 lit1-tk-luc reporter, luminescence; 0% DMSO, 100% Δ7-dafachronic acid. activation, % at 6.8 µM. hit rate 1.4% among 370,000;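 active = activation above the mean of all tested compounds plus 3 SD, cut at about 5.5% in these data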;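 note: 100% = response to 3 µM Δ7-dafachronic acid high control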
GC-B act: GC-B (human) receptor activation; P20594; HEK293-GC-B cells, CNP EC30, cGMP TR-FRET; 0% at EC30 CNP, 100% saturating CNP; activation, % at 10 µM; hit rate 0.11% among 370,000;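 active = activation at 10 µM reaching about 35% in either raw or pattern-adjusted values, limit read from the data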
DAX1 inh-2: blocks DAX1 repression of SF-1 activated StAR promoter; inhibition, % at 6.8 µM; AID 652010; HEK293T StAR-luciferase reporter, SF-1/DAX-1 repression relief; hit rate 1.1% among 370,000;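 active = inhibition above the mean over all tested compounds plus 3 SD, cut at about 3.6% in these data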;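 note: 0% = DAX-1 cells with DMSO and 100% = cells lacking DAX-1 with DMSO; higher inhibition means more luminescence from relief of DAX-1 repression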
An asterisk follows results filed as active; . = no result given. The order is random; overall some 6.6% were active at least once.

SMILES	HGIII-sPLA2 inh	GAA850 FXN act	ADAM10 inh	ssDAF12 agonist	NPR1 activator	SMARCA2 act	hgDAF12 agonist	DAX1 inh-1	hcDAF-12 act	GC-B act	DAX1 inh-2
CC(=O)NCCC(=O)Nc1cc(S(=O)(=O)N2CCOCC2)ccc1Oc1ccccc1	1.4	-1.0	4.7	-0.7	-0.8	0.3	-1.1	0.3	1.2	1.3	0.7
COc1cccc(/C=C2\SC(=S)N(CCC(=O)NC3C=CS(=O)(=O)C3)C2=O)c1 (centres undefined)	2.1	10.3*	3.6	-1.1	-1.9	1.7	0.7	0.5	-0.1	-3.6	1.4
CC(C)C(C(=O)Nc1ccc(N2CCOCC2)cc1)N1C(=O)c2ccccc2C1=O (centres undefined)	2.1	1.8	-0.3	-1.2	2.0	-1.1	-0.1	-1.7	-1.2	-4.2	1.3
NC(=O)C1CC(=O)N(c2ccc(OCc3c(F)cccc3Cl)cc2)C1 (centres undefined)	5.2	1.0	5.9	-1.9	4.5	1.0	-4.0	0.3	-1.4	1.1	-0.2
CC(=O)c1cc(F)ccc1OCC(=O)Nc1ccc2c(c1)OCO2	-2.0	3.8	-6.8	1.0*	0.9	3.1	10.7*	1.4	4.1	-6.0	10.8*
COc1cc(OC)cc(C(=O)N[C@H](C(=O)NCCc2c[nH]c3ccccc23)C(C)C)c1	-47.3	1.9	-2.4	0.1	-7.6	-4.8	0.0	-0.6	-0.2	-1.0	-0.9
Cc1ccccc1OCC(=O)Nc1ccccc1N1CCOCC1	-3.5	2.7	7.1	-1.0	8.7	-0.4	-2.0	-0.7	-0.2	-8.6	0.2
Cc1ccc(S(=O)(=O)Nc2ccc(O)c3ccccc23)c(C)c1	-9.3	0.5	-29.8	-0.2	4.5	-2.5	-2.0	-1.4	0.2	-1.3	-0.9
CC(C)(C)n1nnnc1C(c1ccncc1)N1CCN(c2ccc(O)cc2)CC1 (centres undefined)	3.0	-2.5	1.4	-0.7	2.7	-1.2	-0.2	0.3	-1.3	2.5	-0.4
CCOC(=O)C1(CCOc2ccccc2)CCN(CC(O)CO)CC1 (centres undefined)	4.5	0.2	2.3	-1.1	-2.4	-1.2	1.5	1.1	1.8	1.4	0.3
CCOc1ccc(CN2CCNC(=O)C2CC(=O)NCCc2nc(C)c3c(n2)CCC3)cc1 (centres undefined)	1.3	0.7	0.0	-1.2	3.2	-1.5	0.2	0.2	4.1	2.2	-1.1
COC(=O)c1cc(NC(=O)Cn2nc(C)n3cccc3c2=O)cc(C(=O)OC)c1	4.6	-1.8	-16.4	-0.2	-9.2	-2.5	-2.0	0.2	-1.4	-2.0	0.3
CN(C)c1nc2c(c(=O)[nH]c(=O)n2C)n1Cc1ccc(F)cc1	-4.2	0.5	2.7	-1.1	2.2	-2.3	-0.6	1.0	-0.4	0.2	-0.5
COC(=O)c1c(NC(=O)Cc2ccccc2)sc2c1CCN(C(C)C)C2	-4.6	-1.6	1.7	-1.7	-0.4	2.3	4.8	0.6	-1.6	6.7	0.6
Cn1ccc(O)c(C#N)c1=O	-3.2	0.8	-11.9	-1.0	1.1	0.3	5.0	4.2	2.0	1.1	2.3
CNC[C@H](CC1CCCCC1)NC[C@H](CO)NCCc1cccc(C(F)(F)F)c1	13.5	-0.3	4.2	-1.4	-0.2	0.1	-0.3	-0.4	-0.1	-11.4	-0.4
CC(=O)OC(COC1C[C@@H]2CC[C@@]1(C)C2(C)C)C[N+]1(C)CCCCC1 (some centres undefined)	9.4	-2.3	-1.8	-1.8	5.2	-3.9	0.7	2.3	-0.1	-0.4	-0.4
Cc1ccc2cc(C(c3nnnn3CC3CCCO3)N3CCc4ccccc4C3)c(=O)[nH]c2c1 (centres undefined)	-1.2	1.3	-48.2	0.3	-10.4	2.4	-1.0	0.3	3.2	3.4	0.6
COc1ccc(OC)c(-c2nnc3n2N=C(c2ccc(OC)c(OC4CCCC4)c2)CS3)c1	-24.7	-2.6	31.1*	-1.3	13.1	1.1	-1.6	-2.5	-4.4	12.4	2.0
COc1cccc(CC(=O)NCC2(N3CCCCC3)CCCCC2)c1	1.7	2.3	-4.4	-1.0	0.7	-0.9	-0.2	0.5	-0.1	3.8	0.3
CCN1C(=O)CC(N2CCC(Cc3ccccc3)CC2)C1=O (centres undefined)	5.2	0.9	-2.5	-0.8	3.3	-4.0	-2.3	-0.1	0.5	4.9	-0.5
CCOC(=O)C1=NNC(C(=O)c2ccc(C)cc2)C1c1ccc(OC)cc1 (centres undefined)	-22.4	-0.7	3.0	-1.3	-4.3	0.6	-1.0	-0.7	-1.5	-10.2	-0.8
COc1ccc(C2CC3(CC(C)(C)NC(SC)=N3)Oc3cc(O)cc(C)c32)cc1 (centres undefined)	-16.6	-2.9	2.4	-1.3	-9.7	-2.9	-1.6	0.7	2.2	-12.1	-0.1
CCN(CCNC(=O)Cn1cc2c(n1)CCCC2)c1ccccc1	8.0	0.2	-6.0	-0.5	-2.3	-2.8	3.7	-0.6	-2.1	-7.1	0.0
C=CCn1c(SCc2ccc(C(=O)NCCO)cc2)nc2sc(C)c(C)c2c1=O	-17.3	-0.3	5.1	-2.0	-25.2	-2.3	-3.1	-1.6	-2.3	-10.3	-0.7
Cc1cc(C)c(C#N)c(N2CCN(S(=O)(=O)Cc3ccccc3)CC2)n1	-3.9	3.4	-7.5	-0.9	-7.7	-0.1	-0.8	0.0	-1.7	-6.8	-0.5
O=C(Nc1ccc(S(=O)(=O)N2CCCC2)cc1)c1c(F)cccc1F	-2.0	0.4	-3.6	-0.9	0.9	-1.5	2.0	-0.1	0.5	-0.1	-1.4
O=C(NCc1ccc2c(c1)OCO2)c1cccc(N2CCCC2=O)c1	1.6	-0.5	-6.6	-0.7	1.3	-1.9	0.2	-0.1	-0.3	-9.0	-0.7
COC(=O)CCC(=O)N(CCN(Cc1ccccc1)C(=O)CCC(=O)OC)Cc1ccccc1	10.0	-2.0	-4.3	-0.7	-14.5	-2.9	-0.6	0.0	-0.9	-6.4	0.0
COc1cccc(Cn2cnc3c(sc4nc(C)cc(C)c43)c2=O)c1	0.3	-1.2	-0.5	-1.0	8.9	1.0	-0.4	1.6	-1.0	4.3	-0.1
CC(=O)Nc1ccc(-c2cc(C(=O)O)c3cc4ccccc4cc3n2)cc1	-4.9	0.7	-193.8	1.8*	0.6	5.1	3.0	1.3	5.9*	0.2	-0.3
COc1cc(OC)cc(C(=O)N2CCN(C(=O)c3cccs3)CC2)c1	10.3	1.9	-16.1	-0.3	1.8	-1.8	3.1	-0.1	0.5	-1.6	0.5
CC(C)Oc1ccc(C(=O)Nc2ccc(C(F)(F)F)n(C)c2=O)cc1	-0.4	-0.3	1.7	-0.6	0.2	-3.6	-3.8	-0.2	-1.9	-0.8	-0.5
Cc1cc(C(=O)COC(=O)c2ccccc2O)c(C)n1CC1CCCO1 (centres undefined)	-3.6	-13.5	-5.5	-3.4	1.3	-7.8	-19.2	-3.7	-8.7	5.0	-9.0
O=C(Nc1ccc(Cl)cc1)N(Cc1nnc2n1CCCCC2)c1ccccc1	5.6	0.5	-5.0	-1.3	-0.8	-3.2	-1.1	1.0	0.2	3.6	-0.6
CC(=O)Nc1ccc(C(=O)CN2C(=O)NC3(CCOc4ccccc43)C2=O)c(F)c1 (centres undefined)	-2.1	3.1	-16.5	-0.3	0.6	-0.9	0.3	1.0	1.9	3.0	0.7
O=C(O)c1cc(N/N=C/c2c[nH]c3ccccc23)ccc1Cl	1.5	4.6	-13.3	3.2*	6.8	4.7	2.5	1.6	8.6*	2.7	-0.2
COc1cccc(NC(=O)[C@@H](NC(=O)N2CCn3c2nc2ccccc23)C(C)C)c1	-6.8	-4.8	20.6*	-0.3	-16.1	-1.7	-1.5	-0.5	-0.2	-17.1	0.0
CCOC(=O)C1=C(C)Nc2nc3ccccc3n2C1c1ccncc1 (centres undefined)	-2.0	-1.5	-11.6	-0.8	-6.0	-0.9	-4.4	0.7	-1.6	6.1	-0.1
O=C(CN1C(=O)NC(Cc2ccccc2)C1=O)NC(=O)NC1CCCCC1 (centres undefined)	-1.2	-0.3	6.2	-1.2	-0.9	-2.3	1.1	-1.5	-1.5	4.4	1.3
O=C1NC(=O)C(CC(=O)N(Cc2cccs2)C2(C(=O)NC3CCCCC3)CCCCC2)N1 (centres undefined)	7.3	1.6	-2.8	-1.2	-6.6	-2.1	-2.4	0.9	-1.5	-0.8	-0.2
COc1ccc(C(=O)NC2CC3CCCC(C2)N3Cc2ccccc2)cc1OC (centres undefined)	-2.0	0.0	-0.9	-0.5	-0.9	-2.3	-2.1	1.7	-0.6	-2.6	0.2
Cc1nn(CC(=O)NC(C)CCc2ccccc2)c(=O)c2nn(-c3ccccc3)c(C)c12 (centres undefined)	-1.1	-1.9	0.7	-1.5	-0.3	-4.8	-4.0	-0.7	-2.5	1.9	-3.8
Cc1ccc(F)c(S(=O)(=O)NC(=O)C2(C)CCN2C(=O)Cc2cccs2)c1 (centres undefined)	7.1	-0.5	-11.9	0.6	1.2	-5.2	0.9	.	-1.7	1.7	-0.1
Cc1ccc(Cl)cc1N1CCN(C(c2cccnc2)c2nnnn2C2CCCCC2)CC1 (centres undefined)	7.8	2.8	-5.1	-0.4	-18.2	-1.4	0.9	0.5	-0.1	3.3	0.7
O=C(/C=C/c1ccccc1)N1CCC[C@H]1CO	2.8	2.0	-3.4	-1.2	-0.3	3.2	0.1	-0.6	-0.6	-3.1	0.1
COCc1nnc(NC(=O)c2ccc(S(=O)(=O)N3CCCCCC3)cc2)o1	-0.5	0.1	3.8	-0.9	-0.8	0.7	0.5	1.5	-0.9	5.2	-0.1
O=C(/C=C/c1ccc(Cl)cc1)NC(=S)Nc1ccc(NC(=O)c2ccco2)cc1	-8.8	-4.2	0.7	-2.1	1.0	-0.1	-1.0	-1.7	-1.3	-2.6	-0.9
Cn1cc(S(=O)(=O)Oc2ccccc2)c(=O)n(C)c1=O	4.8	-1.1	-1.4	-1.0	3.4	1.1	2.7	-0.3	0.7	3.1	1.9
Cc1cc(CNCc2c(C(=O)N3CCCCCCC3)nc3ccc(Cl)cn23)nn1C	-0.1	1.7	-0.3	-2.1	-3.0	2.7	2.6	-0.6	-0.7	2.1	-0.6
More results
SMILES	HGIII-sPLA2 inh	GAA850 FXN act	ADAM10 inh	ssDAF12 agonist	NPR1 activator	SMARCA2 act	hgDAF12 agonist	DAX1 inh-1	hcDAF-12 act	GC-B act	DAX1 inh-2
O=C(O)C1CCCCC1C(=O)Nc1ccccn1 (centres undefined)	8.3	1.5	9.3	-0.8	-1.5	1.7	-1.4	0.5	-0.4	5.9	0.2
O=C(O)c1cc(O)ccc1-c1ccc(O)cc1	2.2	-0.4	-4.7	-0.8	5.6	-0.1	-1.3	-1.1	-1.1	1.3	-0.8
CC1CCN(CC(O)COCCC23CC4CC(CC(C4)C2)C3)CC1 (centres undefined)	-3.0	0.1	1.9	-1.6	-1.0	2.0	0.4	0.7	2.9	0.6	0.6
COc1ccc(NC(=O)C2CC(c3cc(OC)c(OC)c(OC)c3)=NO2)cc1OC (centres undefined)	-1.1	0.1	-0.1	-1.1	2.6	1.9	-1.6	0.7	-2.2	-4.8	-1.9
CCOC(=O)c1nnc(-c2ccccc2)[nH]c1=O	2.3	-0.4	0.3	-1.1	0.1	-0.9	3.0	-0.5	2.5	-2.5	0.4
